# Assay outcomes: PubChem, several laboratories
# VIM-2 inhibitor: VIM-2 metallo-beta-lactamase inhibitors, primary screen, biochemical, epi-absorbance readout, Pseudomonas aeruginosa enzyme | purified VIM-2, nitrocefin hydrolysis, epi-absorbance fluorescence | inhibition, % at 5.6 µM | hit rate 0.89% among 290,000;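 active = inhibition above the mean of all tested compounds plus 3 SD, cutoff set per screening run, cut at about 7.5% in these data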;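 also: red hydrolysis product quenches plate fluorescence so inhibitors raise well fluorescence; 0% = enzyme with DMSO and 100% = DMSO without enzyme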
# GalR3 antag: GalR3 antagonists in HEK293 cells, primary screen, cell-based, fluorescence readout; Galanin receptor type 3 (Homo sapiens), O60755; HEK293 GalR3-CNG cAMP membrane potential fluorescence; galR3 body fused to GalR1 C-terminus; inhibition, % at 3 µM; hit rate 0.44% among 360,000;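 active = inhibition above the screen-wide average plus 3 SD, cut at about 13% in these data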;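 also: forskolin and galanin both at EC90 stimulate the cells; cAMP rise reported by CNG channel membrane potential dye signal; 0% = forskolin plus galanin with DMSO and 100% = forskolin alone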
# Target sequence (O60755 1-299 limits assumed): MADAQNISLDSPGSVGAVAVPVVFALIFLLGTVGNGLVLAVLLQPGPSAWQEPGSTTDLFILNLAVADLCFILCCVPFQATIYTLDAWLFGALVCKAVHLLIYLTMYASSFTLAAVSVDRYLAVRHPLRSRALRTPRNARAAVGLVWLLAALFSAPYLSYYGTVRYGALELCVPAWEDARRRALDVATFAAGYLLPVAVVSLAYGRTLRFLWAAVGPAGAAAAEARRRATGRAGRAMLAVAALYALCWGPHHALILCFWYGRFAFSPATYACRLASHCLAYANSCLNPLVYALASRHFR
# SUMO HTRF inh: inhibitors of in vitro SUMOylation cascade, primary screen, biochemical, HTRF, uHTS. hit rate 0.36% among 290,000. AID 2006, 2009. SUMO-conjugating enzyme UBC9 (Homo sapiens), P63279. inhibition, % at 35 µM. HTRF SUMOylation assay, SAE1/SAE2 + UBC9; in the data active = inhibition above about 50%, passing the limit was not always enough; also: strong numbers were not always called active
# Target sequence (P63279 whole entry, looked up): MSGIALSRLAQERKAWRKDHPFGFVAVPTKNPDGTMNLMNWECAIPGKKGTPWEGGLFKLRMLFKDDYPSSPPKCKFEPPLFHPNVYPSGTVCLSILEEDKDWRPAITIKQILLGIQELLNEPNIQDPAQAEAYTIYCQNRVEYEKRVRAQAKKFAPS
# p-CIP stab down: p/CIP-EGFP fusion destabilizers, primary screen, fluorescence, F442A cells; Q05BA5; 16 h; hit rate 0.01% among 290,000; decrease of EGFP signal, % at 10 µM;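 active = EGFP signal decrease of at least 30% at 10 µM or well 3 SD below plate mean, unless failing retest; inactive = the rest, including hits failing retest or dose response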; also: some compounds called inactive have numbers as strong as hits; many of its hits are not listed in these tables
# HCV NS3 hel inh: inhibitors of HCV NS3 helicase, primary screen, biochemical, Cy5 molecular beacon fluorescence | Hepatitis C virus NS3 helicase | NS3 helicase DNA unwinding | inhibition, % at 10.9 µM | hit rate 0.56% among 290,000 | AID 1800, 2009;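 active = inhibition above the mean of all tested compounds plus 3 SD, set per campaign, cut at about 35% in these data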;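 also: 0% = DMSO wells and 100% = thioflavine S control wells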
#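 Compound dosing – single dose, 10.9 µM nominal final, DMSO 0.8% final · System – NS3 helicase fragment of HCV · Buffer or medium – MOPS pH 6.5, MgCl2, DTT, Tween20, BSA · Signal – Cy5 beacon fluorescence read at start and 1 h · Also added – annealed dual-labelled DNA beacon duplex, ATP-started · Schedule – 1 h at 25 °C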
# CRFR2-BP antag: antagonists of CRF-BP/CRF-R2 complex, primary screen, cell-based, HEK293, calcium dye fluorescence, uHTS; CRF-induced calcium fluorescence; inhibition, % at 11.8 µM; hit rate 0.59% among 350,000; AID 588475, 2011;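 active = inhibition of the ligand-induced calcium signal above about 50% at the single tested concentration, limit read from the data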
# IDE cell activ: human IDE activators in live cells, primary screen, fluorescence polarization, HEK cells, FAbeta-B substrate | Insulin-degrading enzyme (Homo sapiens), P14735 | FAbeta-B cleavage; 0% vehicle, 100% cell-free pure enzyme wells | activation, % at 5.96 µM | hit rate 0.073% among 340,000 | AID 493087, 2011;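 active = activation above the mean of all tested compounds plus 3 SD, set per screening campaign, cut at about 17% in these data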
# IMP-1 inh: IMP-1 metallo-beta-lactamase inhibitors, primary screen, biochemical, epi-absorbance readout, Pseudomonas aeruginosa enzyme. metallo-beta-lactamase IMP-1 (Pseudomonas aeruginosa). purified IMP-1, nitrocefin hydrolysis, epi-absorbance fluorescence. inhibition, % at 5.6 µM. hit rate 0.45% among 290,000;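 active = inhibition above the mean plus 3 SD of all compounds in the same screening run, cut at about 4.5% in these data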;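 also: 0% = IMP-1 with DMSO and 100% = DMSO wells lacking enzyme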
#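 system = purified recombinant IMP-1 beta-lactamase | amount = 0.2 nM IMP-1, as dispensed | medium = HEPES buffer pH 7.1 with ZnSO4 and Brij 35 | times = 25 °C, 15 min preincubation, 25 min reaction | detection = plate fluorescence quenching by hydrolysis product, ex 480/em 530 nm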
# IDE cell inh: human IDE inhibitors in live cells, primary screen, fluorescence polarization, HEK cells, FAbetaB substrate; Insulin-degrading enzyme (Homo sapiens), P14735; FAbetaB cleavage; inhibition, % at 5.59 µM; hit rate 0.41% among 320,000;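 active = percent inhibition above the average of all tested compounds plus 3 SD, set per screening campaign, cut at about 16% in these data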;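 also: IDE supplied by intact live HEK cells; FP after avidin binding of uncleaved biotin substrate so inhibition keeps polarization high; 0% = DMSO wells and 100% = 60 µM reference IDE inhibitor Ii1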
# Numbers without * were called inactive; · = not tested or not shown.
VIM-2 inhibitor,GalR3 antag,SUMO HTRF inh,p-CIP stab down,SMILES,HCV NS3 hel inh,CRFR2-BP antag,IDE cell activ,IMP-1 inh,IDE cell inh
-1.5,-10,-12,11,CCOC(=O)C1CCCN(C(=O)c2ccc3oc(CCc4ccccc4)nc3c2)C1 (stereo unspecified),-6,6,-5,-5.2,9
-0.2,4,18,5,Cc1nc(N)nc(Nc2ccc(C#N)cc2)c1Br,-7,-11,-1,-0.6,6
-0.6,3,16,-4,COc1cccc(N2CC(=O)Nc3c(oc4nc(-c5ccccc5)cc(C)c34)C2=O)c1,-1,-4,0,-1.7,0
·,-3,·,·,Cc1cccc(C(=O)OCC(=O)Nc2c(C)n(C)n(-c3ccccc3)c2=O)c1,·,-4,6,·,3
-4.0,9,3,7,O=C(O)CC(NC(=O)OCc1ccccc1)c1ccc(Br)cc1 (stereo unspecified),2,0,5,-2.6,2
-3.0,-5,4,-18,O=C(C[C@H]1C(=O)N(Cc2ccccc2)C[C@@H]1Cc1ccccc1)Nc1ccccc1,7,-2,0,-3.5,2
·,-7,-12,-1,COc1ccc(-c2ccc(C(C)=O)cc2)cc1[C@H]1[C@@H]2C=CCC[C@@]2(C)C(=O)N1Cc1ccccc1,·,14,5,·,-1
1.3,·,16,-6,NC12CC3CC(CC(C3)C1)C2,-4,-8,4,-2.3,7
0.1,-1,7,0,O=C(NCc1ccccn1)c1ccc(CNS(=O)(=O)c2ccc(F)cc2)cc1,28,11,2,0.1,-2
-4.7,5,22,-12,CC(=O)c1ccc(NC(=O)CSCC(=O)Nc2ccc3ccccc3c2)cc1,-4,11,-1,0.6,4
·,-3,11,-7,COC(=O)c1cccnc1-n1c(=O)c2cccnc2n(Cc2cccc(OC)c2)c1=O,·,-18,3,·,0
-4.1,-1,10,-2,COc1ccc(C(=O)Cn2nnc(-c3cccs3)n2)cc1,-3,-16,-5,-2.4,4
·,-2,·,·,O=C(COC(=O)Cc1c(F)cccc1Cl)NNC(=O)c1ccccc1,·,17,0,·,8
-0.3,-5,-9,6,O=C(NCCc1cccnc1)C1CCC(=O)N(Cc2ccc(Cl)cc2)C1 (stereo unspecified),0,104*,-6,0.0,·
-1.9,0,1,3,CCCCNC(=O)CCn1c(=O)c2ccccc2n(Cc2ccccc2C)c1=O,-2,65*,4,-2.1,3
-0.6,-2,-2,19,COc1ccc(/C=C(\CC(=O)O)c2nc3ccccc3o2)cc1,3,0,3,-2.6,5
-3.5,-6,22,2,Cc1oc(/N=C/c2ccc3c(c2)OCO3)c(C#N)c1C,-2,17,1,-3.8,-3
-1.7,6,18,-4,COCCCNC(=O)C(C)N1c2cccc3cccc(c23)S1(=O)=O (stereo unspecified),-2,5,1,-2.7,·
-2.1,-3,-8,12,Cc1ccc(NC(=O)c2cc(CC(C)C)nc3ccccc23)cc1,2,15,0,-3.2,1
-2.6,-6,21,-7,COC(=O)CNC(=O)COC(=O)/C=C/c1ccc(F)cc1,-4,-6,1,-2.1,-1
-3.1,-14,18,-12,CC1(C)Cc2cccc(OCC(=O)N3CCN(c4ccc([N+](=O)[O-])cc4)CC3)c2O1,4,-46,1,-4.2,19*
-1.1,-11,12,-6,CC1(C)CC2CC(C)(CN2C(=O)c2cc(-c3ccc(F)cc3)on2)C1 (stereo unspecified),-13,-18,5,-2.3,3
-2.7,-9,·,-4,Cc1cccc(N2CCN(C(=O)COc3ccc4c(C)cc(=O)oc4c3C)CC2)c1C,-18,-25,2,-3.7,4
-1.8,2,-6,-3,Cc1ccc(C(=O)COC(=O)C(C)N2C(=O)C3C4C=CC(C4)C3C2=O)cc1C (stereo unspecified),-1,-3,5,-1.0,·
0.7,-3,-2,-9,Cc1cc2ccccc2c(=O)n1CC(=O)NCC(=O)N(C)C1CCCCC1,2,5,0,-0.6,0
-1.6,0,-2,-8,Cc1ccc2nc(Cl)c(CN(C(=O)c3cnccn3)C3CCCCC3)cc2c1,-7,-21,2,-1.6,1
0.5,-8,23,-13,CCOc1ccc(C(C(=O)NC(C)(C)C)N(CCOC)C(=O)CCC(=O)Nc2nccs2)cc1 (stereo unspecified),7,-8,4,-1.6,-4
1.7,-6,15,7,COc1ccc(/C=C2\SC(=O)N(CC(=O)NC3CCS(=O)(=O)C3)C2=O)cc1 (stereo unspecified),-13,-2,6,0.3,-2
-4.4,-2,11,-42,CCOCN(C(=O)Cn1c(C(C)O)nc2ccccc21)c1c(C)cccc1CC (stereo unspecified),2,-1,2,-3.0,0
-2.2,-5,10,-12,Cc1cccc(C)c1NC(=O)Cn1c(=O)n(CCC(=O)NCc2ccco2)c(=O)c2sccc21,13,9,8,-6.2,-5

# Compound profiles, as listed above.
# COC(=O)CNC(=O)COC(=O)/C=C/c1ccc(F)cc1 across the screens: VIM-2 inhibitor: -2.6; GalR3 antag: -6; SUMO HTRF inh: 21; p-CIP stab down: -7; HCV NS3 hel inh: -4; CRFR2-BP antag: -6; IDE cell activ: 1; IMP-1 inh: -2.1; IDE cell inh: -1
# Cc1ccc(C(=O)COC(=O)C(C)N2C(=O)C3C4C=CC(C4)C3C2=O)cc1C (stereo unspecified) across the screens: VIM-2 inhibitor: -1.8; GalR3 antag: 2; SUMO HTRF inh: -6; p-CIP stab down: -3; HCV NS3 hel inh: -1; CRFR2-BP antag: -3; IDE cell activ: 5; IMP-1 inh: -1.0; IDE cell inh: ·

# The listing continues.
VIM-2 inhibitor,GalR3 antag,SUMO HTRF inh,p-CIP stab down,SMILES,HCV NS3 hel inh,CRFR2-BP antag,IDE cell activ,IMP-1 inh,IDE cell inh
-2.9,2,-3,11,Cc1cc(NC(=O)C2C3C(=O)N(CC4CCCO4)C(C(=O)NCc4ccccc4)C34C=CC2(C)O4)no1 (stereo unspecified),4,-11,4,5.0*,-7
4.3,2,5,-19,Cc1cc(N2CCCC2)n2nc(C)nc2n1,-1,7,9,-4.4,1
-1.4,-10,9,-5,CCOc1cccc(C(=O)Nc2ccc(NC(=O)c3ccccc3)c(C)c2)c1,-1,-18,1,-3.1,2
-2.2,-4,17,-18,Cc1cc(C)n2c(Br)c(CN3CCCC(C)C3)nc2n1 (stereo unspecified),3,6,8,-3.4,8
-2.5,-2,-5,2,Oc1ccc(Cl)cc1C=Nc1ccccc1Br,2,-2,7,-1.2,1
-0.6,-4,13,0,Cc1noc(C)c1CSc1ncnc2ccccc12,-8,0,7,0.0,2
0.0,1,-2,1,COc1ccc2c(c1)OC13CCN(C)CC1C2C(C(=O)c1ccc(F)cc1)C(=O)N3 (stereo unspecified),-2,-14,3,0.8,7
-2.2,-3,10,-6,CN(C)C(=O)[C@H]1C[C@H]1[C@@H](O)[C@H](CO)NC(=O)[C@H](Cc1ccccc1)NC(=O)OC(C)(C)C,-9,0,2,-3.5,7
-0.9,-5,6,-1,COCCNC(=O)CN(C(=O)Cn1nnc2ccccc21)c1ccccc1C,3,-7,-2,-2.1,1
-1.2,1,0,-7,CC(C)Oc1ccc(S(=O)(=O)N2CCCCC2)cc1NC(=O)CN1C(=O)NC(C)(c2ccccc2)C1=O (stereo unspecified),-2,6,2,-2.7,-2
·,3,·,·,CN(Cc1cccc(F)c1)C(=O)C1CC(=O)N(c2ccc3c(c2)OCCO3)C1 (stereo unspecified),·,1,2,·,-1
-1.3,-9,1,-7,COc1cccc(-c2cc(C(=O)Nc3ccc4c(c3)OCO4)no2)c1,-1,3,4,-1.2,0
-2.9,1,13,-15,Cc1nc2ccccc2nc1OCC(=O)NCC(F)(F)F,12,17,3,-0.6,-2
21*,-2,-1,0,COc1ccc(OC)c(C2/C(=C(/O)c3ccc(C)cc3)C(=O)C(=O)N2Cc2ccco2)c1 (stereo unspecified),5,5,-1,-2.3,-3
-1.9,·,30,2,COc1ccccc1CNC(=O)c1cc(S(=O)(=O)N2CCOCC2)cn1C,-12,18,9,-3.3,-6
-3.8,-2,20,-4,Cc1cccn2c(=O)c(/C=C(\C#N)C(=O)NCc3ccco3)c(N3CCCCCC3)nc12,-23,34,·,-3.5,5
·,6,·,·,COC(=O)C1=C[C@@H](C(=O)OC)[C@@H]2C3=C(C(=O)C2(C)C)[C@H](c2ccccc2)[C@@H]2C(=O)N(C)C(=O)[C@@H]2[C@@H]3C1,·,7,3,·,6
-1.6,-1,-5,0,CCOc1ccc(NC(=O)CN(C)C(=O)C2CCCC2)cc1OCC,6,-20,6,-1.2,-4
2.2,-6,-7,-4,CN1CCN(/N=C/c2nc(-c3ccc(Cl)cc3)n3ccccc23)CC1,-5,-10,5,-1.2,0
-2.4,-1,5,-5,CCCCc1cc(=O)oc2c(C)c(OCC(=O)NCC3CCC(C(=O)O)CC3)ccc12 (stereo unspecified),12,26,2,-3.3,6
-2.4,·,11,-7,CC1CCCN(C(=O)C(Cc2ccccc2)n2cccc2)C1 (stereo unspecified),5,-9,-1,-5.6,1
-3.9,-3,-7,6,CCN(CC)S(=O)(=O)c1cc(NS(=O)(=O)c2ccccc2)ccc1C,-6,-13,4,-3.3,6
-1.8,-3,6,0,COc1ccccc1-n1cnnc1SCC(=O)NCC1CCCO1 (stereo unspecified),-7,20,6,-3.0,2
-3.2,-6,8,4,CC(C)c1ccccc1NC(=O)CC1(CC(=O)O)CCCC1,11,-1,-1,-1.5,6
-2.8,0,3,-13,COc1ccc(NC(=O)C2CCN(S(=O)(=O)c3c(C)nn(C)c3C)CC2)cc1,11,6,-2,-2.5,0
3.3,0,31,-8,c1ccc(-c2nc3nonc3c3nc4ccccc4n23)cc1,-10,11,1,-4.4,1
·,-1,·,·,CCOc1ccccc1N1CC(C(=O)Nc2cc(S(C)(=O)=O)ccc2Cl)CC1=O (stereo unspecified),·,3,3,·,11
-2.6,-4,-7,5,CC(C)(C)NC(=O)CSc1nc(N)cc(=O)[nH]1,15,2,1,-0.6,5
-2.9,-6,-3,9,NC(=O)COC(=O)c1ccccc1OCc1ccccc1,4,4,3,-5.0,1
-1.8,4,·,·,CCOC(=O)c1ccc2ncc(C(=O)OCC)c(NCCN(C)C)c2c1,4,1,0,-4.5,-4
-0.5,-2,5,0,COc1ccc(Cl)cc1NC(=O)CSc1nnc(Cc2cccn2C)n1-c1ccc(F)cc1,-13,-7,0,-4.4,0
-1.2,-4,4,-1,O=C(CN1CCOCC1)Nc1ncccn1,11,7,5,-1.6,4
-1.6,-4,19,-12,Cc1cccc(N2CCN(C(=O)c3cccn4c(=O)c5c(C)c(C)sc5nc34)CC2)c1C,0,-3,3,0.2,4
